Screening data deposited in PubChem by National Center for Advancing Translational Sciences (NCATS).
UbGFP stabilizer – ubiquitin-GFP accumulation via proteasome inhibition. AID 526. 67,000 tested, under 10 active. Potency, µM (top dose mostly 45.9 µM), inactives show at the highest dose activation (GFP accumulation), most hits filed as activators. Ubiquitin-GFP reporter cells, proteasome inhibition, GFP fluorescence; response scale: untreated = 0%, 10 µM MG-132 = 100%; active = well fitted activation curve with a large enough effect, not every such curve was filed as active; inconclusive = small, poorly fitted or top-dose-only effect, or another doubt; inactive = no such curve, though single readings can be large or run the other way; also: potency is read from the fitted curve at half-maximal effect
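U2OS cells expressing ubiquitin(G76V)-GFP, seeded overnight in 0.5% FBS medium, then treated 4 hr at 37 C across 46 uM to 2.9 nM. GFP-positive cells counted by laser cytometry (488 ex/515 em); %activity scaled between basal and 10 uM MG-132.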
A350 autofl – compounds fluorescent in Alexa 350 spectral region. Compound autofluorescence, 340/450 nm, Alexa 350 dye-equivalents; active compounds read high. max dye-equivalent concentration, M. hit rate 11% among 59,000; in the data active = max dye-equivalent concentration above about 10 nM; inconclusive = mostly about 1.1 nM to 9.6 nM
Caspase-7 inhib – blocks human caspase-7 allosterically or competitively; recombinant caspase-7, Ac-DEVD-AFC fluorescence rate; Potency, µM (highest dose often 57.5 µM), inactives show top-dose activity change, negative = inhibition, hits mostly inhibitors; hit rate 0.02% among 75,000; AID 889; P55210; active = well fitted inhibition curve with a large enough effect in the main read-out, with a control signal flat, not every such curve was filed as active; inconclusive = small, poorly fitted or top-dose-only effect, or a change in a side signal; also: potency is read from the fitted curve at half-maximal effect; % of control where 0% means no effect
Target sequence (P55210 24-198 limits assumed): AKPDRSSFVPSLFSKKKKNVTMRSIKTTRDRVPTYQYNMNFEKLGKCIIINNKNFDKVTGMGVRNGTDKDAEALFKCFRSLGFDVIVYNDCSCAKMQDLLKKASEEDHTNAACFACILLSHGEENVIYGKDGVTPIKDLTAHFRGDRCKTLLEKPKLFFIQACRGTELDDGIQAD
Target sequence (P55210 207-303 limits assumed): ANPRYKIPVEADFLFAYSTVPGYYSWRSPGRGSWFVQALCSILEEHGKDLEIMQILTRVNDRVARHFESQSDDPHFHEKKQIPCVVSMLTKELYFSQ
HEK293 cAMP cs – parental HEK293 cAMP activation (counter-screen); Potency, µM (top dose mostly 57.1 µM), without a hit: at the top dose activation, most hits filed as activators; hit rate 2.5% among 73,000; parental HEK293 CNG cAMP sensor, membrane potential fluorescence; AID 938; also: potency is read from the fitted curve at half-maximal effect; % of control where 0% means no effect; nearly all actives have a fitted effect of over 55% in size
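Parental HEK 293 cells stably expressing a cAMP-gated CNG channel were loaded with membrane potential dye containing 100 uM RO 20-1724 for 60 min. Compound added for 30 min; depolarization read as fluorescence intensity at 590 nm.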
Fluorescein fluor – compound autofluorescence in fluorescein spectral region. Compound autofluorescence, 480/540 nm, fluorescein-equivalent; active compounds read high. max fluorescein-equivalent concentration, M. hit rate 0.91% among 59,000. AID 593; in the data active = max fluorescein-equivalent concentration above about 10 nM; inconclusive = between about 1.1 nM and that limit
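Compounds (23 nL) in 100 mM Tris pH 8.0, 15 min at room temperature, then fluorescence read at 480 nm excitation/540 nm emission. Signal converted to fluorescein-equivalent concentration from an on-plate fluorescein standard curve.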
BRCT inh green – BRCA1 BRCT-phosphoprotein interaction inhibition | P38398 | Potency, µM (top dose mostly 76.9 µM), inactives show at the top dose activity change, negative = inhibition, most hits filed as inhibitors | hit rate 0.05% among 75,000 | AID 875 | BRCA1 BRCT-phosphopeptide binding, green fluorescence polarization;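 also: potency is read from the fitted curve at half-maximal effect; plate controls were peptide without protein for full effect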
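Compounds were incubated for 12 min at room temperature with a complex of 100 nM fluorescein-tagged pBACH1 decapeptide and 250 nM His-tagged BRCT protein. Buffer was phosphate pH 7.3 with EDTA, DTT and Tween 20. Disruption of binding lowers the polarization signal.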
USP2a inhib – USP2a (human) protease inhibition; Potency, µM (doses to about 38.3 µM), without a hit: at the highest dose activity change, negative = inhibition, actives largely listed as inhibitors; O75604; USP2a enzymatic assay, qHTS inhibition; AID 927; hit rate 0.1% among 60,000;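 also: potency is read from the fitted curve at half-maximal effect; nearly all actives have a fitted effect of over 60% in size; plate controls were DMSO for no effect and NEM full inhibition control for full effect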
Target sequence (O75604 whole entry, looked up): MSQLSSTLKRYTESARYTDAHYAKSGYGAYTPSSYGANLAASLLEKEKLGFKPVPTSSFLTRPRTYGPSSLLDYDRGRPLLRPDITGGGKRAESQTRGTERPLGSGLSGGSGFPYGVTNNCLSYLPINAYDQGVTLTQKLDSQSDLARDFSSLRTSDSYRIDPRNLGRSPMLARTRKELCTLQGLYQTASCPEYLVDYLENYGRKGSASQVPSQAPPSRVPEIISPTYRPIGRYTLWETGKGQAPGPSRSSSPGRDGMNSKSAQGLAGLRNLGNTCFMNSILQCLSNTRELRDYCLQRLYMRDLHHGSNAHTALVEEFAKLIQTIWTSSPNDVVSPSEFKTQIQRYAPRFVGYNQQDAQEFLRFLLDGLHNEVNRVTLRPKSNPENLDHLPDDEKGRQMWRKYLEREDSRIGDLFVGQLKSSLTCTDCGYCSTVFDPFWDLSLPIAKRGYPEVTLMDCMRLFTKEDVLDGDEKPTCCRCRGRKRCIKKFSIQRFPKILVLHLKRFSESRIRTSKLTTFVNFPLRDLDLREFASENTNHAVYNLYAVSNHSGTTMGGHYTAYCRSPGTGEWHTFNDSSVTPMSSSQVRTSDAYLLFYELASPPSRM
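USP2 core (20nM final) preincubated 30 min RT with compound, then Ub-PLA2 20nM and NBD C6-HPC 20uM final added; buffer 20mM Tris-HCl pH 8.0, 2mM CaCl2. Fluorescence Ex 460/Em 535 read at 0 and 2.5 h; normalized to NEM.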
BRCT PPI red – inhibitors of human BRCA1 BRCT-phosphoprotein interaction (red fluorophore) | P38398 | BRCT-phosphopeptide binding, red fluorescence polarization | Potency, µM (highest dose often 76.9 µM), for the others: at the top dose activity change, negative = inhibition, usual class: inhibitors | hit rate 0.03% among 75,000 | AID 892; also: % is scaled to controls: 0 for no effect and ±100 for the full control effect
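Rhodamine-labelled pBACH1 10-mer (100 nM) bound to BRCT domain (100 nM) at pH 7.3; compounds incubated 12 min room temperature, polarization read. Free peptide defines full inhibition; unlabelled decapeptide titrated as control.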
Caspase-1 inhib – blocks human caspase-1 allosterically or competitively. P29466. Caspase-1 enzyme, Ac-WEHD-AFC fluorogenic rate. Potency, µM (highest dose often 57.5 µM), for the others: at the highest dose activity change, negative = inhibition, hits mostly inhibitors. hit rate 0.03% among 75,000. AID 900;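 also: potency is read from the fitted curve at half-maximal effect; plate controls were vehicle for no effect and no substrate for full effect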
GFP derepression – epigenetic modulators derepressing GFP locus in mouse cells. mouse C127i GFP locus derepression, cytometry, 30 h. Potency, µM (doses to about 46.1 µM), for inactives: top-dose GFP derepression (activation). hit rate 0.09% among 68,000. AID 597; also: % of control where 0% means no effect
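Locus derepression in mouse mammary C127i cells whose integrated CMV-GFP reporter is normally silent; GFP expression after 30 h compound treatment was quantified by counting fluorescent cells.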
4MU fluor – compounds fluorescent in 4-MU spectral region; compound autofluorescence, 340/450 nm, 4-MU equivalents; active compounds read high; max dye-equivalent concentration, M; hit rate 11% among 59,000; AID 589; in the data active = max dye-equivalent concentration above about 10 nM; inconclusive = mostly about 1.1 nM to 9.6 nM
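Compounds in 100 mM Tris, pH 8.0, incubated 15 min at room temperature, then fluorescence read at 340 nm excitation/450 nm emission. Signal converted to 4-MU dye-equivalent concentration using an on-plate six-point 4-MU standard curve.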
* marks the source's active call; other numbers are inactive results; i = inactive; ? = inconclusive; . = no result given; [ ] = remark or other dose. Unless noted, calls follow the shape of the dose curve; as a rule, active = well fitted curve in the direction sought with a large enough effect; inconclusive = small, poorly fitted or top-dose-only effect, or another doubt; inactive = no such curve, though single readings can be large; an effect the other way counts as inactive or inconclusive.

SMILES	UbGFP stabilizer	A350 autofl	Caspase-7 inhib	HEK293 cAMP cs	Fluorescein fluor	BRCT inh green	USP2a inhib	BRCT PPI red	Caspase-1 inhib	GFP derepression	4MU fluor
Cc1cc(=O)n2nc(N3CCCC(C(=O)NCc4ccco4)C3)sc2n1 (stereo not drawn)	-13%	i	-1%	3%	?	0.3%	-6%	0.4%	0%	1%	i
CCCCS(=O)CC(COCc1ccccc1)OC(=O)CSc1nc(C)cc(C)n1 (stereo not drawn)	17%	.	0%	3%	.	-0.1%	12%	-0.3%	-1%	-2%	.
CC(Oc1cccc(Cl)c1)C(=O)Nc1cc(=O)n(C)c(=O)n1C (stereo not drawn)	3%	i	2%	-8%	i	-1.9%	3%	-1.8%	-3%	4%	i
Cc1ccccc1OCC(=O)N(Cc1nc(-c2ccccc2)no1)C(C)C	-3%	i	-1%	?	i	3.1%	-4%	0.7%	-1%	0%	i
CN1CCN(C(=O)CSc2nc(-c3cccs3)cc(-c3cccs3)c2C#N)CC1	-3%	9.3e-08M*	-9%	11%	2e-08M*	12%	26%	-1.0%	-7%	0%	9e-08M*
O=C(c1ccc(F)cc1F)N(Cc1ccccn1)Cc1ccco1	-2%	i	0%	10%	?	-0.6%	-20%	1.1%	-2%	3%	i
CC1=C(C)CC(C(=O)Nc2cccc(Cl)c2)C(C(=O)O)C1 (stereo not drawn)	2%	i	1%	2%	i	-0.7%	1%	-3.5%	-1%	5%	i
CCCOc1ccc(NC(N)=O)cc1OCCC	3%	i	0%	-1%	?	-3.5%	0%	-1.2%	1%	-1%	i
CCN(C(=O)c1ccccc1Cl)c1ccccc1	0%	i	0%	0%	i	-3.4%	-6%	1.7%	2%	3%	i
CC(C)OC(=O)c1cn(-c2ccccc2)nc1-c1ccco1	2%	i	-3%	18%	?	3.2%	34%[activator]	-0.7%	-2%	?	i
COc1ccc(-n2c(SCC(=O)c3c(N)n(C)c(=O)n(C)c3=O)nc3ccccc32)cc1	-5%	i	-1%	1%	i	-0.5%	7%	-0.8%	-1%	-2%	i
CC(=O)c1cc2c(cc1NC(=O)CN1CCOCC1)OCO2	6%	2.1e-08M*	-2%	?	i	-0.9%	2%	0.6%	-1%	1%	2.2e-08M*
COc1ccc(CN2CCN(C(=O)CC(C)C)CC2)c2ccccc12	-3%	i	0%	?	i	-1.0%	7%	0.3%	-1%	-4%	i
CCOC(=O)C(CC)n1cnc2c(cnn2-c2ccc(Cl)cc2)c1=O (stereo not drawn)	-11%	i	-2%	26%	i	1.1%	8%	2.9%	0%	4%	i
CCn1c(SCC(=O)Nc2ccc(Cl)cc2)nnc1C1CC1	5%	.	1%	3%	.	-0.2%	.	-3.5%	-1%	.	.
CCCc1ccc(-c2ccc(C(=O)O)cc2)nc1	7%	.	-4%	27%	.	-2.7%	.	2.0%	2%	0%	.
Cc1nc2cnc(N3CCOCC3)nc2n(C2CC2)c1=O	3%	i	-22%	-20%	i	-1.3%	-7%	0.6%	-13%	2%[9.22 µM]	i
Cc1[nH]c2ccccc2c1C(O)CN1CCN(c2cccc(C(F)(F)F)c2)CC1 (stereo not drawn)	3%	i	-7%	-18%	i	0.8%	17%	-0.3%	-7%	0%	i
CCCn1c(NCc2ccc(N(C)C)cc2)nc2ccccc21	3%	.	-2%	-1%	.	-1.0%	.	-0.2%	2%	-2%	.
CCOC(=O)c1c(C)n(C)c2ccc(OC)c(NS(=O)(=O)c3ccc(Cl)s3)c12	7%	i	-3%	?	?	-3.2%	-2%	-0.9%	1%	0%	i
Oc1ccccc1-c1cc(-c2ccc3c(c2)OCCO3)n[nH]1	1%	i	-9%	0%	?	0.6%	?	-1.0%	-2%	-3%	i
O=C(COc1ccccc1Cl)OCC(=O)N1CCN(S(=O)(=O)c2ccccc2)CC1	-5%	i	-1%[0.00368 µM]	3%	?	-0.8%	4%	0.7%	-1%	0%	i
O=C(c1cnn2c(C(F)(F)F)cc(-c3ccccc3)nc12)N1CCOCC1	-9%	.	-7%	16%	.	-1.3%	-11%	-0.9%	-3%	2%	.
COc1cccc(C2CC(c3c(F)cccc3Cl)n3nc(N)nc3N2)c1 (stereo not drawn)	-3%	?	-4%	10%	i	1.6%	10%	-1.0%	-5%	-3%	i
O=C(Nc1ccon1)c1ccc(Cl)s1	-2%	i	-4%	-1%	i	-2.3%	-4%	-1.9%	2%	2%	i
CCN(CC)CCN1c2ccccc2Sc2ccc3ccccc3c21	-2%[9.17 µM]	i	-1%[11.5 µM]	-2%[11.4 µM]	?	1.7%[15.4 µM]	.	0.1%[15.4 µM]	-1%[11.5 µM]	0%[9.22 µM]	i
CCOC(=O)c1ccccc1NC(=O)CSc1nnc(Cc2cccn2C)n1-c1ccc(C)cc1	6%	i	-11%	32µM*	i	3.8%	18%	-0.8%	-7%	0%	i
O=C(Nc1nnc(C2CCCCC2)s1)c1ccc(Br)s1	1%	i	0%	0%	?	-1.8%	6%	-0.3%	1%	-3%	i
Cn1c(=O)c2c(ncn2CC(=O)Nc2ccc(Cl)cc2Cl)n(C)c1=O	-4%	i	-1%	-3%	i	-0.7%	-2%	0.0%	0%	0%	i
CCN(CC)CCn1c(OC)cc(=O)[nH]c1=O	0%	i	0%	2%	i	-1.1%	-7%	-0.1%	-1%	-5%	i
Cc1ccccc1NC(=O)CN(c1ccc(F)cc1)S(C)(=O)=O	-5%	i	2%	14%	i	-0.5%	4%	-2.0%	-1%	0%	i
N#CC1=C(SCc2ccccc2)NC(=O)CC1c1ccco1 (stereo not drawn)	-5%	.	-1%	13%	.	-0.2%	1%	1.2%	-2%	5%	.
CCn1cc(C(=O)NC2CCCC2)c(=O)c2cc(S(=O)(=O)N3CCOCC3)ccc21	11%	i	2%	19%	i	0.5%	6%	-0.4%	-1%	-2%	i
CC(=O)OC[C@@H]1O[C@@H](O/N=C2/C[C@@H](O)[C@@H](O)[C@@H]3[C@@H]4C(=O)N(C[C@@H]5CCCO5)C(=O)[C@H]4CC[C@@H]23)[C@H](OC(C)=O)[C@H](OC(C)=O)[C@@H]1OC(C)=O	.	.	1%[11.5 µM]	0%[11.4 µM]	.	0.0%[15.4 µM]	.	1.2%[15.4 µM]	-1%[11.5 µM]	.	.
Cc1cc(C)cc(-n2cc3c(=O)n(C)c(=O)n(C)c3c2)c1	-3%	.	-1%	8%	.	-1.8%	.	-1.0%	0%	-2%	.
CC1N/C(=C\C(=O)c2ccccc2)N(O)C1(C)C (stereo not drawn)	1%	?	-5%	6%	i	-2.7%	3%	1.4%	-5%	0%	i
CCOC(=O)N1CCN(C(=O)c2ccccc2N(C)S(C)(=O)=O)CC1	-2%	i	-1%	4%	i	-3.5%	-6%	-2.0%	-1%	-3%	i
CS(=O)(=O)N1CCC2(CCN(c3ccccn3)CC2)CC1	-4%	i	2%	?	i	5.2%	14%	0.7%	-2%	7%[9.22 µM]	i
CCCc1[nH]nc2c1C(c1ccccc1OCC)C(C#N)=C(N)O2 (stereo not drawn)	-4%	i	2%	0%	i	-1.1%	6%	1.0%	-3%	-2%	i
Cc1cccc(NC(=O)Nc2cccc(C#N)c2)n1	-6%	.	0%	3%	.	-0.6%	.	0.6%	-4%	-6%	.
CCCCC(=O)Oc1ccccc1C(=O)O	.	.	2%	.	.	-1.3%[3.08 µM]	-10%	0.7%	1%	.	.
CCn1cc(Br)c(C(=O)Nc2ccc(F)c(Cl)c2)n1	-8%	.	-7%	6%	.	-0.5%	0%	-0.2%	2%	0%	.
Clc1ccc(/C=C\c2nc(Cl)c(-c3ccc(Cl)cc3)c(Cl)n2)cc1	-7%[9.17 µM]	?	-8%[11.5 µM]	9%[11.4 µM]	i	-3.7%[15.4 µM]	.	1.6%[15.4 µM]	-3%[11.5 µM]	-1%[9.22 µM]	1.1e-08M*
O=C(c1cccc2c1-c1ccccc1/C2=N/O)N1CCCCC1	-20%	.	-2%	13µM*	.	-2.3%	15%	1.2%	-3%	0%	.
CCC(/C=C/C(C)C1CCC2C3CC=C4CC(O)CC[C@@]4(C)C3CC[C@@]12C)C(C)C (stereo partly drawn)	.	.	2%	.	.	-0.6%	-7%	1.6%	0%	.	.
NC(=O)C1CCN(C(=O)C2CCN(S(=O)(=O)c3ccccc3)CC2)CC1	7%	.	0%	3%	.	-0.6%	.	0.2%	0%	-2%	.
CCc1nnc(SCc2ccc(C(=O)OC)o2)n1N	-4%	i	0%	5%	i	-2.6%	-6%	-0.4%	1%	0%	i
CCOc1cc(C(=O)N(C)Cc2cc3ccccc3[nH]c2=O)cc(OCC)c1OCC	3%	i	-2%	5%	i	-0.5%	13%	-1.5%	2%	0%	i
Cc1ccc(C(=O)c2nocc2C(=O)c2cccs2)cc1	1%	i	-1%	11%	i	2.3%	-5%	-0.4%	-2%	0%	i
CCc1ccc(CNC(=O)CN2C(=O)COc3ccccc32)cc1	10%	i	-1%	8%	i	-2.7%	2%	0.3%	1%	-4%	i

These rows are one share of the data; the hit share may differ from the screen's.
